tim23-1 inh: growth inhibitors of tim23-1 mutant yeast. S. cerevisiae tim23-1 growth, BacTiter-Glo luminescence, 24 h. AID 463212. inhibition, % at 20 µM. hit rate 1.3% among 330,000;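 active = growth inhibition of the mutant yeast at or above 50%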;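 also: temperature-sensitive mutant grown at 25 °C; plate controls were DMSO-treated mutant yeast for no effect and medium wells lacking yeast for full effect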
XBP1 UPR activ: adaptive UPR (XBP1) activation; activation, % at 20 µM; CHO-XBP1 luciferase reporter, IRE1-XBP1 UPR activation, luminescence; percent of tunicamycin response, DMSO as zero; hit rate 0.33% among 330,000;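 active = versus positive control, 20 µM dose yields 30% or more activation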;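 also: 100% = tunicamycin at 10 µg/mL and 0% = DMSO only wells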
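incubation = overnight seeding at 37 °C, 6 h compound treatment at 37 °C | assay system = CHO-XBP1 cells stably carrying IRE1-XBP1-driven luciferase reporter | input = 1000 cells per well | detection = luciferase luminescence | dosing = single point, 20 µM final compound, 1% DMSO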
697 NFkB inh: lowers PMA/ionomycin-induced NF-kB signal in 697 B cells; 697 B-cell NF-kB luciferase reporter, 16 h; inhibition, % at 4 µM; AID 435022; hit rate 0.33% among 330,000; in the data active = inhibition above about 35%
APJ ag: APJ receptor agonism; CHO-K1 APJ PathHunter beta-arrestin, luminescence; 0% DMSO wells, 100% apelin; AID 2520; activation, % at 20 µM; hit rate 0.11% among 330,000;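 active = activation more than six SD over the plate average, tested at 20 µM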;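 also: 0% = DMSO alone and 100% = apelin-13 at 10 nM; some results filed as inactive read as strong as hits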
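Assay system – PathHunter CHO-K1 APJ (AGTRL-1) beta-arrestin reporter cells · Compound – one dose, 20 µM compound, 1% DMSO · Timing – compound 90 min 25 °C, reagent 1 h · Measured by – luminescence from split beta-galactosidase complementation, Galacton Star/Emerald II substrate · Measure – beta-arrestin recruitment to APJ as agonist activity, luminescent signal · Benchmarks – DMSO vs Apelin-13 10 nM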
Jurkat NFkB inh: inhibitors of the PMA/ionomycin-induced NF-kB reporter in Jurkat cells; PMA/ionomycin-induced NF-kB luciferase reporter, luminescence; inhibition, % at 4 µM; hit rate 0.53% among 330,000; in the data active = inhibition above about 50%
CHOP UPR activ: activators of apoptotic arm of unfolded protein response (CHOP); AID 449763; CHO-CHOP luciferase reporter, UPR activation, luminescence; percent of tunicamycin response over DMSO baseline; hit rate 0.34% among 330,000; activation, % at 10 µM;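 active = at 10 µM dose, activation of 40% or more, normalized to positive control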;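 also: 100% = tunicamycin at 10 µg/mL and 0% = DMSO alone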
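assay system = CHO CHOP reporter cells | amount = 500 CHO-CHOP cells per well | buffer or medium = F12 with 10% FBS | incubation = 16-18 h cell attachment, then 6 h compound exposure, 37 °C | detection = luminescence read with Steady-Glo | read-out = percent activation relative to tunicamycin control | controls = tunicamycin high control, DMSO low control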
Mdm2-MdmX inh: human Mdm2/MdmX binding inhibition; O15151+Q00987; SaOS-2 split-luciferase Mdm2/MdmX complementation, luminescence; hit rate 3% among 330,000; inhibition, % at 8 µM; AID 485346;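 active = inhibition of at least 50% at 8 µM in the primary screen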
Target sequence (O15151 whole entry, looked up): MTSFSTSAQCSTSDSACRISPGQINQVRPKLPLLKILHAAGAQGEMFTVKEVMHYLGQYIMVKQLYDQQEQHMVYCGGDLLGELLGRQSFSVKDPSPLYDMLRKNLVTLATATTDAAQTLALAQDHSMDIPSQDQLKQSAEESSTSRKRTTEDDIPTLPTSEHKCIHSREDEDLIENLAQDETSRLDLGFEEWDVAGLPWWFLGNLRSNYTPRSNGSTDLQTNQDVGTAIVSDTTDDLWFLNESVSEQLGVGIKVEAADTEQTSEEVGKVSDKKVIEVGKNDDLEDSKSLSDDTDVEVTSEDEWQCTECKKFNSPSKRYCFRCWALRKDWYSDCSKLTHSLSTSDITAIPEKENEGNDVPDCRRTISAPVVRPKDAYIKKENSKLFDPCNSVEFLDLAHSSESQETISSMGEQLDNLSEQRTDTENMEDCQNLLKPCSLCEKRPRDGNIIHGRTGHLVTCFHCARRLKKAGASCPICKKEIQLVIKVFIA
Target sequence (Q00987 whole entry, looked up): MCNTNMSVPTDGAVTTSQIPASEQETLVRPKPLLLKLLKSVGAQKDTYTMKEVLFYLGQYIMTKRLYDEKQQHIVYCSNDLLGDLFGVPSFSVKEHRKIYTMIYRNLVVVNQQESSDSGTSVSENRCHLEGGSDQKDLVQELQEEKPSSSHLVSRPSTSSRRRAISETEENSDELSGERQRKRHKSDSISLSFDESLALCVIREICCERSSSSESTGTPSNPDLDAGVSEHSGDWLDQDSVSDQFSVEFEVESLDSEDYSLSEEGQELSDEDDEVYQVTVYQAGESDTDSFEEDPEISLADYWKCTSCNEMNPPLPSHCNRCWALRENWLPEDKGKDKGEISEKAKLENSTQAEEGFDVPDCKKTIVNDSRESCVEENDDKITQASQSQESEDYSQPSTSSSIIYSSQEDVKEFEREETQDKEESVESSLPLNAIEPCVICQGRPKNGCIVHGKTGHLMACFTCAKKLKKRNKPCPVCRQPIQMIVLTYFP
APJ antag: blocks the human apelin receptor APJ; AID 2521; CHO-K1 APJ beta-arrestin complementation, luminescence; inhibition, % at 20 µM; hit rate 0.32% among 330,000; P35414;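 active = inhibition above about 40% at 20 µM, limit read from the data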;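 also: cells challenged with 10 nM apelin-13 agonist together with compound; plate controls were apelin-13 plus DMSO wells for no effect and DMSO wells lacking apelin-13 for full effect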
Starred values were filed as active, the others as inactive. Rows were taken by chance. Share with any hit: about 5%.

Order of values – tim23-1 inh	XBP1 UPR activ	697 NFkB inh	APJ ag	Jurkat NFkB inh	CHOP UPR activ	Mdm2-MdmX inh	APJ antag
> COc1cccc(-c2cc(C(=O)N3CCOCC3)no2)c1
  5	-4	-119	-2	-103	0.4	-48	7
> CCOC(=O)c1cnc(SCC(C)C)nc1N
  1	5	-157	-5	-129	2.0	-125	0
> CN(C)S(=O)(=O)c1ccccc1C#N
  10	1	14	-3	-4	-1.2	16	11
> CC(OC(=O)C1CCCCC1)c1nc2ccccc2[nH]1 (stereo not given)
  18	-1	-31	0	12	1.0	13	-10
> CN(C)CCCNc1ncnc2c1cnn2-c1ccccc1
  -1	-1	1	-3	-50	-0.4	2	5
> Cc1ccc(NC(=O)c2ccc(COc3ccc4c(c3)CCC4)cc2)c(C)c1
  -13	-2	-25	-2	-9	0.3	10	-12
> CCN=c1scc(C)n1/N=C/c1cc(Br)c(O)c(Br)c1
  41	2	9	2	-4	-0.9	15	-7
> O=C(Nc1nc2ccccc2[nH]1)c1ccc([N+](=O)[O-])cc1
  -2	1	-154	0	-110	6.5	-48	-20
> CCCn1c(SCC(=O)Nc2nnc(CC)s2)nnc1-c1ccco1
  14	-2	9	-1	-14	0.5	-2	-1
> COc1cc(NC(=O)c2cccc(C)c2)ccc1NC(=O)c1cc2ccccc2o1
  -14	20	-36	8	1	16	67*	13
> C/C(=N\NC(=O)CNC(=O)C1COc2ccccc2O1)c1ccc(Cl)cc1 (stereo not given)
  -12	1	1	-1	-2	1.9	33	17
> COCCNC(=O)C1CC(c2ccc(C(F)(F)F)cc2)=NO1 (stereo not given)
  6	-1	5	-5	7	2.0	2	-22
> Cc1ccc(NCc2nnc(SCC(=O)Nc3nnc(C)s3)n2C)cc1
  4	-3	12	-2	0	0.3	18	15
> CC(C)c1nc2ccccn2c1NC1CCCCC1
  6	-1	-24	-4	-9	0.4	1	14
> COc1cccc(NC(=O)Nc2ccc(Cc3ccncc3)cc2)c1
  26	-1	-8	4	-16	1.2	11	-17
> c1ccc(CSc2nnnn2-c2cccc3ccccc23)nc1
  18	1	6	-1	4	3.3	14	13
> COc1ccc(NC(=O)CSc2nnc(CNc3ccc(C)cc3)n2C)cc1
  8	2	7	-1	-1	0.6	18	5
> CCOC(=O)N1CCC(NC(=O)Cn2nc(Cc3ccncc3)c3ccccc3c2=O)CC1
  8	0	0	-4	12	1.5	4	-4
> Cc1cccc(CNC(=O)CCn2ccc3cc(S(=O)(=O)N4CCCC4)ccc32)c1
  4	-2	0	8	3	0.9	9	11
> COc1cc(C(=O)OC(C)C(=O)NC(=O)NC2CCCCC2)ccc1OC(F)F (stereo not given)
  25	0	17	-3	-4	-2.2	19	8
> Cc1cccc(NC(=O)CN(C)S(=O)(=O)c2cccc3cccnc23)c1C
  20	-2	26	-3	11	7.2	16	4
> CCOC(=O)c1cccc(NC(=O)CNS(=O)(=O)c2cccs2)c1
  18	1	16	9	-4	2.3	-22	-33
> COc1ccc(-n2ncc3c(=O)n(CC(=O)OCc4ccccc4)cnc32)cc1
  13	1	7	-2	6	-0.2	27	16
> CCCCN1C2CCCC1CC(NC(=O)c1cccc(OC)c1)C2 (stereo not given)
  4	2	8	1	4	0.9	16	23
> COc1ccc(-n2c(SCC(=O)Nc3nccs3)nnc2-c2ccccc2)cc1
  26	2	-15	-1	5	-0.2	-18	8
> O=[N+]([O-])c1ccc(N2CCN(c3ccccc3)CC2)cc1
  14	-5	-25	-4	17	6.0	-20	16
> CN(CCc1ccccc1)C1CCCN(S(=O)(=O)c2cccc(F)c2)C1 (stereo not given)
  23	-5	4	-1	-11	0.3	11	10
> COc1cc(C(=O)OCC(=O)NCc2ccc(F)cc2)ccc1OCC(C)C
  -6	-10	10	-6	14	-0.2	24	-6
> O=C(O)c1cc(N/N=C/c2cccs2)ccc1Cl
  12	-3	-23	-3	-14	-1.2	1	3
> CC(=O)N1CCN(S(=O)(=O)c2cccc(C(=O)NNC(=O)Cn3nc(C)cc3C)c2)CC1
  -11	-3	5	-3	8	-2.3	-18	3
> Cc1cc(N=Nc2ccc(Cl)cc2)cc(CN2CCCC2)c1O
  25	1	-34	-7	-21	0.3	-4	14
> Oc1ccc(N2CCN(c3ncnc4sc5c(c34)CCC5)CC2)cc1
  0	-1	-3	-3	13	-1.3	46	-10
> CC(C)N(C(=O)c1nn(C)c2c1CSc1ccccc1-2)C1CCCCC1
  48	-1	10	-2	-5	1.0	44	11
> Cc1ccc(C(=O)Nc2cccc([N+](=O)[O-])c2)cc1S(=O)(=O)Nc1ccc(C(=O)O)cc1
  4	0	7	-1	2	2.5	9	8
> O=C(Cn1[nH]c(=O)c2ccccc2c1=O)NNC(=O)c1ccccc1
  -4	-1	19	-5	-7	1.9	2	11
> COc1ccccc1/C=C/C(=O)Nc1ccc2c(c1)OCCO2
  45	0	-190	0	-29	5.4	-84	9
> CC(=O)C1(C)N(O)C(C)(C)C(c2ccco2)=[N+]1[O-] (stereo not given)
  -2	-1	19	-5	1	-2.8	12	-5
> Cc1noc(C)c1/C=N/Nc1ccccn1
  2	0	3	-3	5	1.0	13	17
> COc1cc2c(cc1OC)CN(Cc1cc(=O)oc3cc(C)c(Cl)cc13)CC2
  7	-2	-10	-2	-3	1.4	21	1
> N#CC1=C2SC=C(c3ccc(Br)cc3)N2CCCC1=O
  29	-1	-179	-1	-210	4.1	-168	-15
> CCN(CC)c1ccc(C=Nc2ccc(OC)c(S(=O)(=O)N3CCOCC3)c2)c(O)c1
  13	0	16	-2	-7	1.2	16	-12
> COc1ccc(-c2sc(Nc3ccccc3)n[n+]2-c2ccccc2)cc1Br
  6	3	3	-3	-22	-0.5	19	-42
> COc1cccc(C(=O)Nc2ccc(C(F)(F)F)n(C)c2=O)c1
  8	0	-78	-2	-59	5.2	-107	12
> C=CCn1c(SCC(=O)NC2CCS(=O)(=O)C2)nnc1-c1ccc(Cl)cc1 (stereo not given)
  3	-3	27	-2	7	-0.1	-8	19
> S=C(Nc1ccccc1Cl)N(Cc1cccnc1)Cc1ccco1
  26	-1	22	-1	13	1.1	9	-3

Next part; the last 2 above are carried over.
Order of values – tim23-1 inh	XBP1 UPR activ	697 NFkB inh	APJ ag	Jurkat NFkB inh	CHOP UPR activ	Mdm2-MdmX inh	APJ antag
> C=CCn1c(SCC(=O)NC2CCS(=O)(=O)C2)nnc1-c1ccc(Cl)cc1 (stereo not given)
  3	-3	27	-2	7	-0.1	-8	19
> S=C(Nc1ccccc1Cl)N(Cc1cccnc1)Cc1ccco1
  26	-1	22	-1	13	1.1	9	-3
> CCO[C@@H]1OC(C(=O)N2CCCCCCC2)=C[C@H](c2ccc3c(c2)OCO3)[C@H]1CCCO
  18	-3	-2	3	32	1.6	0	16
> CCOC(=O)C1(CC)NC(c2ccc(OC)cc2OC)C2C(=O)N(C)C(=O)C21 (stereo not given)
  16	1	17	-2	-5	-0.4	4	-17
> Cc1ccc(C(=O)NCCCN2CCOCC2)cc1N1CCCC1=O
  11	-1	11	-4	14	0.1	12	7
> CCCOc1ccc(CC(=O)NCc2ccco2)cc1OC
  -5	-3	-14	-1	-11	1.8	-6	5
> COc1ccccc1N=C(C)C1=C(O)CSC1=O
  8	0	-1	4	-9	-0.3	15	-19
> O=[N+]([O-])c1ccc(N2CCOCC2)nc1
  6	-3	2	-4	2	-0.4	4	4
> CCN(CC(=O)Nc1ccc(OC)cc1)C(=O)c1ccc2c(=O)n3c(nc2c1)CCC3
  -11	0	11	-3	2	0.8	21	12
> Cc1cc(Br)ccc1SCC(=O)Nc1cccnc1
  23	-3	20	-3	10	-1.1	-2	16
> Cc1csc(CCc2nc(C)cs2)n1
  1	-1	-4	-4	-11	0.1	-27	-5
> COc1cccc(C2NC(CCSC)(C(=O)O)C3C(=O)N(C(C)C)C(=O)C23)c1O (stereo not given)
  -9	-1	18	-4	4	-0.2	2	6
> COc1cc2c(cc1NC(=O)COc1ccccc1OC)oc1ccccc12
  -8	6	-7	0	-21	3.5	44	12
> CCC(=O)c1ccc(OCC(=O)c2ccc3c(c2)NC(=O)CO3)cc1
  -2	-1	-7	-1	10	1.9	10	-2
> Cc1ccnc(NC(=O)CN2C(=O)NC(C)(c3ccc4ccccc4c3)C2=O)c1 (stereo not given)
  10	9	-3	3	6	2.3	1	7
> CC(C)(C)c1ccc(C(=O)NCC(=O)OCC(=O)c2ccc3c(c2)-c2ccccc2C3)cc1
  11	3	-12	-2	-19	-0.1	-27	11
> Cc1no[n+]([O-])c1COc1cccc(/C=N/Nc2nncn2N)c1
  -2	-2	25	7	2	-0.3	6	-40
> CCC(NC(=O)c1cc(COc2cncc(Cl)c2)on1)c1ccc(C)cc1 (stereo not given)
  28	-3	-30	-5	0	1.4	30	9
> COC(=O)c1c(C)[nH]c(C(=O)CN(C)CC(=O)Nc2cccc(F)c2)c1C
  23	-1	11	-2	7	-1.8	3	-2
> O=c1cc(-c2ccccc2)c2cc(Cl)c(O)c(CN3CCOCC3)c2o1
  22	-2	7	-1	10	3.1	5	4
> COc1ccc(OC)c(NC(=O)CSc2ncccc2C(=O)O)c1
  -4	0	2	-1	-2	-0.2	35	7
> COc1ccc(C(=O)Nc2ccc(NS(=O)(=O)c3ccccc3)cc2)cc1OC
  -1	-2	9	-4	7	0.5	9	7
> O=C(c1cnc2n(c1=O)CCS2)N(C1CCCCC1)C1CCCCC1
  17	-3	11	8	-12	-0.3	4	5
> Cc1ccc(S(=O)(=O)N2CCOCC2)cc1NC(=O)COC(=O)C1(C)CC1(Cl)Cl (stereo not given)
  13	-2	9	1	4	0.8	-4	-1
> Cc1ccccc1OCC(=O)NNC(=O)CN1C(=O)c2ccccc2C1=O
  24	-2	12	-2	-7	-0.5	-1	-22
> Fc1ccccc1N1CCN(CCCNc2ccc3nncn3n2)CC1
  5	-3	9	-2	8	1.7	18	16
> COC(=O)c1c(N=CN(C)C)c(C#N)c2n1CCCC2
  7	1	15	-2	4	-0.8	2	11
> CSCCCc1cn([C@@H](CO)C(=O)NCCCCCCCCCCC(=O)N2CCNCC2)nn1
  4	-2	-10	-1	15	-0.1	20	7
> COc1ccc(-n2c(SC(CN3CCCCC3)CN3CCCC3=O)nc3ccccc3c2=O)cc1 (stereo not given)
  2	-3	-6	-5	-9	0.0	4	23
> O=C(CCl)N(c1ccc(Cl)cc1)c1c[nH]c2ccccc12
  40	-7	80*	-1	71*	-10	69*	-13
> Cc1cccc2sc(NC(=O)CN(C)S(=O)(=O)c3ccc(Br)s3)nc12
  42	-5	9	0	6	-0.5	22	16
> Cc1sc2ncn(CC(=O)NCCCC(=O)N(C)Cc3ccccc3)c(=O)c2c1C
  7	0	9	-3	1	0.9	-6	-5
> CCOC(=O)C1=C(c2ccccc2)ON(C)C1c1ccccc1 (stereo not given)
  25	-1	-8	4	9	2.0	-2	4
> CC(=O)c1ccc(NS(=O)(=O)c2cccc(C(=O)Nc3ccccc3C(=O)O)c2)cc1
  -5	-2	3	-3	-7	-0.3	18	5

Sorted by the number under Jurkat NFkB inh (descending): some entries from above
SMILES,Jurkat NFkB inh
O=C(CCl)N(c1ccc(Cl)cc1)c1c[nH]c2ccccc12,71*
COC(=O)c1c(C)[nH]c(C(=O)CN(C)CC(=O)Nc2cccc(F)c2)c1C,7
COC(=O)c1c(N=CN(C)C)c(C#N)c2n1CCCC2,4
O=C(c1cnc2n(c1=O)CCS2)N(C1CCCCC1)C1CCCCC1,-12
